Assay outcomes (PubChem)
mIDH1 inhibitor = human IDH1 R132H inhibition; Potency, µM (top dose mostly 76.6 µM), for inactives: at the top dose activity change, negative = inhibition, most hits filed as inhibitors; 0.093% of 390,000 active; IDH1-R132H enzyme, NADPH consumption, diaphorase/resazurin fluorescence; O75874; note: potency is the fitted concentration of half-maximal effect; % is set by controls: 0 for no effect and ±100 for the full control effect; nearly all actives have a fitted effect of over 65% in size
Target sequence (O75874 whole entry R132H, stated change not applied): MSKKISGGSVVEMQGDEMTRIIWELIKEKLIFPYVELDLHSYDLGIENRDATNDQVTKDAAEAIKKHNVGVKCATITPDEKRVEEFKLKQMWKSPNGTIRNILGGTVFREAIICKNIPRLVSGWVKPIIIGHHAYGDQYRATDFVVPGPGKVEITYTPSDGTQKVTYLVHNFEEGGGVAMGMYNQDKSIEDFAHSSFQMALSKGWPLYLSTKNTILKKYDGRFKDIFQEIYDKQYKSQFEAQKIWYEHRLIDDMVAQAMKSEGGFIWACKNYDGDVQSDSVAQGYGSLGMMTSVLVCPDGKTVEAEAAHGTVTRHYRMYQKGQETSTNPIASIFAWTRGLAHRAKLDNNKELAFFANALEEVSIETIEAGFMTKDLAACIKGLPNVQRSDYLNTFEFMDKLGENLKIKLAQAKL
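IDH1-R132H (0.5 ug/mL dispensed) in pH 7.5 Tris buffer was preincubated 30 min with compound, then given a substrate mix of 0.016 mM NADPH and 2 mM alpha-KG for 80 min at room temperature; remaining NADPH was read by diaphorase/resazurin fluorescence.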
PI4K2A block = inhibitors of human PI4K2A; Q9BTU6; purified PI4K2A, ADP-Glo luminescence, 1 h; hits give low values; activity change, negative = inhibition, % at 76.9 µM; 0.13% of 420,000 active; AID 1346378; in the data active = activity change below about -50%; inconclusive = mostly about -30% to -49%;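 note: -100% = wells without enzyme as full effect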
Target sequence (Q9BTU6 whole entry, looked up): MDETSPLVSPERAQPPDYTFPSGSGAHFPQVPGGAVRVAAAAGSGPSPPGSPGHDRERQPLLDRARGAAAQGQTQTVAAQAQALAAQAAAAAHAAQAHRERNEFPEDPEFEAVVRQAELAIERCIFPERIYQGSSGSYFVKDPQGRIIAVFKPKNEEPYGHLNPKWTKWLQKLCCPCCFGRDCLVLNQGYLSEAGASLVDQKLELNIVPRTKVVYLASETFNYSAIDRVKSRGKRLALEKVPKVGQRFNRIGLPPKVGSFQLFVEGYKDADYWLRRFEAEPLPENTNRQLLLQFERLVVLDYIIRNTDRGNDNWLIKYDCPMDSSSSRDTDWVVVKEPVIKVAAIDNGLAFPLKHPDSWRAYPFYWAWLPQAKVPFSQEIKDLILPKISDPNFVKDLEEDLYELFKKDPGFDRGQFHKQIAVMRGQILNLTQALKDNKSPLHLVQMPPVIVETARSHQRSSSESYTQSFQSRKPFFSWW
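In this quantitative HTS, ADP production by PI4K2A was quantified luminescently after 1 h at ambient temperature; 100 microM adenosine served as plate-quality control.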
USP1-UAF1 inh = USP1/UAF1 (human) deubiquitinase inhibition; O94782; Potency, µM (highest dose often 57.1 µM), for inactives: at the highest dose activity change, negative = inhibition, actives largely listed as inhibitors; recombinant USP1/UAF1, Ub-Rhodamine cleavage fluorescence; 0.23% of 390,000 active; note: potency is the fitted concentration of half-maximal effect; % is set by controls: 0 for no effect and ±100 for the full control effect; nearly all actives have a fitted effect of over 60% in size; inactives centre near -12
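High-throughput fluorogenic screen: 1nM USP1/UAF1 complex, Ub-Rho substrate 150nM final, 50mM HEPES pH 7.8 with 0.5mM EDTA, 0.1 mg/ml BSA, 1mM TCEP and 0.01% Tween-20.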
Vif-A3F inh = Vif-A3F binding inhibition. 0.2% of 390,000 active. Potency, µM (series often up to 46.1 µM), without a hit: at the highest dose activity, negative = active. AID 602313. HeLa A3F-eYFP + Vif (tagged APOBEC3F with the HIV-1 protein that degrades it), YFP fluorescence increase; note: potency is the fitted concentration of half-maximal effect; % of control where 0% means no effect; nearly all actives have a fitted effect of over 65% in size
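Fluorescence increase (Ex 488/Em 500-530) after overnight compound treatment at 37 deg C flags inhibition of Vif-driven A3F-eYFP loss in stable HeLa A3F-eYFP/Vif cells seeded overnight beforehand.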
Glioma ERSR ind = inducers of ER stress response in human glioma cells; U87-MG GRP78 promoter luciferase reporter, 16 h; Potency, µM, for inactives: at the highest dose activation, most hits filed as activators; 0.02% of 420,000 active; note: potency is the fitted concentration of half-maximal effect; series mostly up to about 76 µM; % of control where 0% means no effect; nearly all actives have a fitted effect of over 35% in size
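Stably transfected U87-MG glioma cells carrying a GRP78-based luciferase sensor; 16 h compound incubation. Luminescence end-point read 10 min after Bright-Glo addition at room temperature.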
TrxR1 substrate = substrates of rat thioredoxin reductase 1; 0.01% of 390,000 active; O89049; purified TrxR1 substrate turnover, NADPH consumption readout; AID 588456; Potency, µM (series often up to 114 µM), inactives show top-dose activity change, negative = substrate turnover; note: potency is the fitted concentration of half-maximal effect; % is set by controls: 0 for no effect and ±100 for the full control effect; nearly all actives have a fitted effect of over 50% in size
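Rat TrxR1, dispensed at 90 nM, was prereduced with 400 uM NADPH (final) for 5 min at ~22 deg C, then incubated with compound 15 min before 400 uM selenite. A first-read NADPH fluorescence drop versus no-compound background flagged substrates.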
LDHA inh = LDHA (human) enzyme inhibition; P00338; purified LDHA, NADH/diaphorase-resazurin fluorescence; hits give low values; activity change, % (values are at about 110 or 230 µM); 0.15% of 480,000 active; AID 1347041; in the data active = activity change below about -30%; inconclusive = mostly about -25% to -30%;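 note: plate controls were DMSO wells for no effect and wells without enzyme for full effect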
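Enzyme activity of human lactate dehydrogenase 5 (2 nM; 0.06 mM NADH, 0.2 mM pyruvate, 5 min, RT) is measured via a resazurin/diaphorase fluorescence readout of residual NADH.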
Vif-A3G inh = Vif-A3G binding inhibition; Q9HC16; Potency, µM (top dose mostly 46.1 µM), for inactives: at the highest dose activity, negative = active, usual class: inhibitors; HeLa A3G-eYFP + Vif (tagged APOBEC3G with the HIV-1 protein that degrades it), YFP fluorescence, overnight; AID 602310; 0.076% of 410,000 active;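 note: potency is the fitted concentration of half-maximal effect; % is set by controls: 0 for no effect and ±100 for the full control effect; nearly all actives have a fitted effect of over 60% in size; hits raise eYFP signal because A3G escapes Vif-driven loss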
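HeLa cells stably expressing Vif and C-terminally eYFP-tagged A3G, seeded overnight at 37 deg C, then exposed to compound by pintool overnight at 37 deg C. Rise in yellow fluorescence (Ex 488/Em 500-530, Acumen) marks blocked Vif-driven A3G degradation.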
RXFP1 agonist = agonists of human relaxin receptor RXFP1; AID 2676; Potency, µM (top dose mostly 57.5 µM), without a hit: at the top dose activation, usual class: activators; Q9HBX9; 0.3% of 370,000 active; HEK293T-RXFP1 cAMP TR-FRET, 30 min; response scale: percent of porcine relaxin response, buffer zero; note: potency is the fitted concentration of half-maximal effect; % is set by controls: 0 for no effect and ±100 for the full control effect; nearly all actives have a fitted effect of over 60% in size; many of its hits are not listed in these tables
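HEK293T cells stably expressing RXFP1 were pretreated with the PDE4 inhibitor Ro 20174, exposed to compounds for 30 min at 37C, lysed, and cAMP was read by TR-FRET. Data normalized to buffer (basal) and 29 nM porcine relaxin (100%).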
Numbers without * were called inactive; ? = inconclusive; / = no result given; & = joins results of further samples; [ ] = another dose, or the depositor's remark. Unless noted, calls come from the whole dose curve; as a rule, active = well fitted curve in the direction sought with a large enough effect; inconclusive = small, poorly fitted or top-dose-only effect, or another doubt; inactive = no such curve, though single readings can be large; an effect the other way counts as inactive or inconclusive. The list is partial; the hit share may differ from the screen's.

Start of the data: the first three records (preview)
SMILES	mIDH1 inhibitor	PI4K2A block	USP1-UAF1 inh	Vif-A3F inh	Glioma ERSR ind	TrxR1 substrate	LDHA inh	Vif-A3G inh	RXFP1 agonist
Cc1cc(NS(=O)(=O)c2ccc(NC(=O)COc3ccccc3Cl)cc2)no1	2%	-2	-11%	-1%	-4%	1%	-4	-1%	-0.6%
Cc1cc(C)cc(NC(=O)CN(C)S(=O)(=O)c2ccc3c(c2)CCC(=O)N3)c1	0%	5	-12%	2%	-1%	-4%	-3	2%	-1.8%
CC(=O)C1=C(c2ccccc2)NC(=O)NC1c1ccc(O)c(Cl)c1 (centres undefined)	-13%	-1	5%	-3%	1%	-4%	-4	-7%	1.2%

The list itself, from the start:
SMILES	mIDH1 inhibitor	PI4K2A block	USP1-UAF1 inh	Vif-A3F inh	Glioma ERSR ind	TrxR1 substrate	LDHA inh	Vif-A3G inh	RXFP1 agonist
Cc1cc(NS(=O)(=O)c2ccc(NC(=O)COc3ccccc3Cl)cc2)no1	2%	-2	-11%	-1%	-4%	1%	-4	-1%	-0.6%
Cc1cc(C)cc(NC(=O)CN(C)S(=O)(=O)c2ccc3c(c2)CCC(=O)N3)c1	0%	5	-12%	2%	-1%	-4%	-3	2%	-1.8%
CC(=O)C1=C(c2ccccc2)NC(=O)NC1c1ccc(O)c(Cl)c1 (centres undefined)	-13%	-1	5%	-3%	1%	-4%	-4	-7%	1.2%
CC(=O)Nc1cc(C(=O)NCc2ccco2)ccc1Sc1ccc(F)cc1	5%	1	-20%	2%	-1%	-6%[57.1 µM]	-2	0%	-2.1%
CNC(=O)COc1coc(CN2CCN(c3ccccc3)CC2)cc1=O	-4%	3	-12%	-2%	-3%	3%	-12	4%	-0.3%
CCCn1c(O)c(N=NC(=O)CNC(=O)/C=C/c2ccc(OC)cc2)c2ccccc21	-13%	-4	-5%	-3%	-1%	-18%	-4	0%	2.8%
COc1ccc(-c2nc3ccccc3o2)cc1NC(=O)c1cc([N+](=O)[O-])ccc1N1CCOCC1	-10%	-1	-31%	1%	2%	3%	-2	-1%	0.3%
C=CCCN(C(C(=O)OC)C(C)C)S(=O)(=O)c1ccccc1Br (centres undefined)	6%	-3	?	2%	-5%&-5%	-9%&-9%	1	1%&0%	3.0%
COc1ccc(C(C)(C)C)cc1NC(=O)c1ccc[n+]([O-])c1	-11%	5	-22%	-19%	-4%	5%	-2	1%	6.4%
Cc1ccc(N2C(=O)CC(Sc3ncn[nH]3)C2=O)cc1C (centres undefined)	-4%	7	-22%	-6%	-3%	8%	-1	1%	-0.8%
CCOC(=O)N1CCN(C(=O)C2CCC(=O)N(Cc3ccc(Cl)cc3)C2)CC1 (centres undefined)	1%	1	-20%	-29%	-1%	-7%	-6	0%	1.4%
O=C(NCc1nc2ccccc2[nH]1)C1=C[C@H](c2ccc3c(c2)OCO3)C[C@H](OCCCCO)O1	-7%	-3	-12%	3%	-1%	7%	1	2%	1.9%
O=C(Nc1nc2ccc(Cl)cc2s1)c1cc(=O)c2ccccc2o1	6%	-2	-20%	-2%	-2%	3%	-6&-4	-1%	-0.3%
COc1ccc(NCC(=O)N/N=C/C=C\c2ccccc2)cc1	-1%	-3	-20%	3%	3%	-18%	17	0%	-0.3%
CC(C)c1ccc(Nc2ncnc3c2nc2n3CCCC2)cc1	-14%	-7	-28%	-6%	-7%	-2%	1	9%	2.6%
Cc1c(NC(=O)CN2CCN(c3ccc(F)cc3)CC2)c(=O)n(-c2ccccc2)n1C	9%	1	-14%	0%	-4%	-8%[57.1 µM]	-4	0%	4.9%
N#CC[C@H](Cc1ccccc1)N1CCN(CCc2ccccc2)CCC1=O	0%	1	-21%	-2%	-3%&-5%	10%[57.1 µM]	-6	0%&2%	1.3%
O=C(Oc1ccc2c(c1)OCO2)c1ccc(F)cc1Cl	9%	-6	-5%	0%	-13%	-4%	9	1%	2.9%
N#CC1=C(N)C(C#N)(C#N)[C@H](c2ccncc2)[C@H]2CC3(CC=C12)OCCO3	-9%	-5	-10%	-2%	-5%	4%[2.29 µM]	14	0%	0.8%
Cc1ccc(OCCC(=O)OCC(=O)NCc2ccccc2)cc1	6%	0	-15%	?	-2%	21%[57.1 µM]	1	-1%	1.1%
CC(=O)Oc1ccc2ccccc2c1C(NC(=O)Cc1ccccc1)c1ccccc1 (centres undefined)	13%	5	-10%	-7%	0%	3%[57.1 µM]	7	1%	-0.2%
COc1ccccc1CN1CC(C(=O)N(CCO)Cc2cccs2)CCC1=O (centres undefined)	-13%	0	-4%	1%	9%	2%	-2	-9%	3.6%
CC(C)(C)C(=O)CSc1nc2ccccc2o1	9%	1	3%	2%	6%	8%[57.1 µM]	4	-7%	1.9%
CCN(CC)S(=O)(=O)c1ccc(N2CCCC2)c(NS(=O)(=O)c2ccccc2)c1	9%	0	-21%	2%	-5%	-8%	-5&0	1%	-0.7%
Cc1csc2ncc(C(=O)Nc3cccc(C(F)(F)F)c3)c(=O)n12	-1%	-6	-9%	1%	1%	0%	-6	1%	12%
COc1ccc(C(=O)CNc2ccccc2Br)cc1	0%	2	-24%	-3%	11%	5%	4	-7%	1.4%
COc1cc(C#N)c(NC(=O)CN2CCC(C(N)=O)CC2)cc1OC	0%	-2	-15%	6%	-1%	0%	-2	1%	-1.7%
C[C@@H](C(=O)NCCc1ccccc1)N1C(=O)N2CCc3c([nH]c4ccccc34)[C@@]2(C)C1=O	-11%	-1	-18%	4%	1%	-8%	2	2%	0.7%
COc1cc(C2CC(=O)Nc3c2c(C)nn3-c2nncc(-c3ccc(C)cc3)n2)cc(OC)c1OC (centres undefined)	10%	-2	?	2%	-3%	-1%	3	2%	0.7%
COc1ccc(-c2cn(-c3ccc(OC)cc3)c(=S)[nH]2)cc1	-4%	1	-13%	-2%	-1%	-6%	4	1%	-0.5%
COc1ccc(NC(=O)c2cc(-c3ccc(C)o3)nc3ccccc23)cc1OC	0%	-14	2%	1%	10%	8%[57.1 µM]	8	-17%	1.9%
CCCNS(=O)(=O)c1ccc(CCC(=O)N2CCN(c3ccc(OC)cc3)CC2)cc1	11%	3	?	0%	-2%	4%	0	0%	1.2%
COc1ccc(C2=CC(c3ccc(F)cc3)n3nnnc3N2)cc1 (centres undefined)	0%	0	-14%	-1%	2%	5%	0	2%	0.5%
O=S(=O)(NCc1cccs1)c1ccc(Br)cc1	-4%	-2	-9%	1%	-2%	8%	0	10%	2.1%
CCCCCCOc1ccc(N2C(=O)CC(N3CCC(C(=O)OCC)CC3)C2=O)cc1 (centres undefined)	2%	3	9%	-7%	-3%	8%	-15	1%	3.2%
O=C(NCc1csc(-c2ccccc2)n1)c1cc(F)cc2c1OCOC2	17%	4	?	6%	3%	7%[57.1 µM]	-3	-5%	-1.2%
CCOC(=O)N1CCN(CC(O)COc2ccc(CC)cc2)CC1 (centres undefined)	0%	-3	-4%	-13%	-2%	3%	-5	-1%	0.5%
COc1ccc(CCNS(=O)(=O)c2ccc(F)cc2)cc1OC	2%	0	?	2%	-4%	3%	-14	0%	-0.2%
O=C(O)C1=C[C@@H](c2ccc(Br)cc2)C[C@@H](OCCCCO)O1	-10%	0	-27%	0%	-5%	8%	0	-4%	/
CCn1cc(CNC(=O)CCSc2nc(-c3ccco3)cc(C(F)(F)F)n2)cn1	4%	1	-16%	-22%	-4%	3%	-1	-27%	0.0%
CCCc1nc2c(nnn2Cc2ccccc2)c(=O)[nH]1	4%	6	-11%	-6%	-2%	11%[57.1 µM]	1	1%	0.0%
C#Cc1cccc(NC(=O)c2ccc(Cl)cc2Cl)c1	-5%	-4	-11%	1%	-4%	4%[57.1 µM]	0	-1%	-0.2%
CSc1cccc(NC(=O)c2cccc(N3CCCS3(=O)=O)c2)c1	-6%	-2	-15%	1%	0%	-1%[57.1 µM]	0	-6%	-0.2%
COc1ccc(S(=O)(=O)N2CCN(C(=O)N(C)C)C2C)cc1 (centres undefined)	5%	4	1%	-10%	-5%	2%	-9	-1%	0.0%
CC(=O)Cn1ncc(N(C)Cc2ccccc2)c(Cl)c1=O	-1%	0	-15%	-1%	0%	2%	-8	0%	0.6%
CN(C(=O)COC(=O)Cn1c(C(F)(F)F)nc2ccccc21)c1c(N)n(Cc2ccccc2)c(=O)[nH]c1=O	-7%	-1	5%	?	-4%	-1%	-5	-5%	-0.5%
COc1cccc(NS(=O)(=O)Cc2ccccc2)c1	5%	2	-1%	-1%	-2%	7%	-3	-3%	1.8%
O=S(=O)(NCC1CCCO1)c1ccc(Br)cc1 (centres undefined)	-6%	-1	-22%	-12%	-1%	6%	-5	1%	-2.4%
O=C(OCC(=O)N1CCC(Cc2ccccc2)CC1)c1cc(Cl)ccc1O	-3%	2	-9%	2%	-1%	15%	-7	-2%	0.8%
CCCCC(=O)NC1(C(F)(F)F)C(=O)Nc2c1c(=O)[nH]c(=O)n2-c1ccc(F)cc1 (centres undefined)	-16%	3	-20%	1%	-3%	0%[57.1 µM]	-4	-4%	-0.4%
O=C1CCCN1c1ccc(N2CCCC2=O)cc1	1%	1	6%	0%	-2%	-2%	1	2%	1.7%
COC(=O)c1cc(OC)c(OC)cc1NC(=O)Cn1nnc(-c2ccccc2Cl)n1	4%	7	-15%	-3%	1%	34%[activator]	-8	?	0.0%
